# Bcl-xL primary: inhibitors of human Bcl-xL; Q07817; 320,000 compounds, 0.7% hits; GST-Bcl-xL / FITC-Bim BH3 peptide fluorescence polarization; inhibition, % at 10.9 µM;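 active = inhibition above the mean of all tested compounds plus 3 SD, cutoff set per campaign, cut at about 30% in these data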;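 note: 0% = DMSO wells and 100% = unlabeled Bim-BH3 peptide competitor; inhibitors lower millipolarization by displacing the labeled peptide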
# Target sequence (Q07817 whole entry, looked up): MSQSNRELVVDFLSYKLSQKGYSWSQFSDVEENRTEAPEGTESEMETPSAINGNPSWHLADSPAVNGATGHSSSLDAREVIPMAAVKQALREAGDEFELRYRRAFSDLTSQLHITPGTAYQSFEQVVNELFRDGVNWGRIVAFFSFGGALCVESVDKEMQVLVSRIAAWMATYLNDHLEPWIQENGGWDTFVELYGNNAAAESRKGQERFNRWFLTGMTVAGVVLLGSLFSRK
# CR mimetic SO: caloric restriction mimetics inhibiting age-related superoxide in yeast; S. cerevisiae aged cells, superoxide DHE fluorescence; hits give low values; superoxide response (% of plate mean), % at 10 µM; 330,000 compounds, 0.18% hits; AID 2690;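 active = superoxide response under a set limit, about three screen SD below normal, cut at about 65% in these data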;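 note: yeast aged for seven days with compound at 30 °C before DHE staining; 100% = average MFI of all compound-treated wells on the plate with controls excluded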
# GLD-1 RNA inh: GLD-1-TGE RNA interaction inhibition (C. elegans) | purified GLD-1 + fluorescein TGE RNA, fluorescence polarization | inhibition, % at 5.96 µM | 320,000 compounds, 0.44% hits | AID 2280;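 active = percent inhibition above a per-plate cutoff, the plate mean of test compounds plus 3 SD, cut at about 30% in these data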;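 note: 0% = DMSO wells with GLD-1 and probe and 100% = wells lacking GLD-1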
# Target sequence (Q17339 whole entry, looked up): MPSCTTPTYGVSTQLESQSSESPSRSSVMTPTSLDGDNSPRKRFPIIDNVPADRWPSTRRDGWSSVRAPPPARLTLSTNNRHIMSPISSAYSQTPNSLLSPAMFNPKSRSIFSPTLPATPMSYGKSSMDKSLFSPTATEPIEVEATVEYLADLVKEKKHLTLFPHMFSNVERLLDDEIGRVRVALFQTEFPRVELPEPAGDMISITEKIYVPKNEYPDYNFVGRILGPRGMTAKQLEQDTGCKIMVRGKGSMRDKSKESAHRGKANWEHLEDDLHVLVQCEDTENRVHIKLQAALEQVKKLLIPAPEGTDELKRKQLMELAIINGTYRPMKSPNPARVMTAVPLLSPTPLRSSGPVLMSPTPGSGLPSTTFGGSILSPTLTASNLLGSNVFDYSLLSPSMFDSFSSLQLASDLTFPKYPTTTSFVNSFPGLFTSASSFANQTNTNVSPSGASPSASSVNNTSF
# Fam108B counter: Fam108B inhibition, counter-screen for RBBP9 inhibitors. inhibition, % at 9.51 µM. recombinant Fam108B, FP-Rh probe fluorescence polarization. 300,000 compounds, 0.33% hits;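 active = inhibition above the screen mean inhibition plus 3 SD, computed separately per campaign, cut at about 18% in these data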;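 note: inhibitors lower polarization as less probe binds the enzyme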
# MCL1-BIM inh: disrupts human MCL1 binding to BIM-BH3 peptide; Q07820; GST-MCL1 / FITC-Bim-BH3 fluorescence polarization; inhibition, % at 10.9 µM; 320,000 compounds, 0.68% hits; AID 2057;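 active = inhibition above the mean inhibition of all tested compounds plus 3 SD, set per campaign, cut at about 40% in these data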;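 note: 0% = DMSO wells and 100% = unlabeled Bim-BH3 peptide control; higher means more loss of mP so more displacement of Bim peptide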
# Target sequence (Q07820 whole entry, looked up): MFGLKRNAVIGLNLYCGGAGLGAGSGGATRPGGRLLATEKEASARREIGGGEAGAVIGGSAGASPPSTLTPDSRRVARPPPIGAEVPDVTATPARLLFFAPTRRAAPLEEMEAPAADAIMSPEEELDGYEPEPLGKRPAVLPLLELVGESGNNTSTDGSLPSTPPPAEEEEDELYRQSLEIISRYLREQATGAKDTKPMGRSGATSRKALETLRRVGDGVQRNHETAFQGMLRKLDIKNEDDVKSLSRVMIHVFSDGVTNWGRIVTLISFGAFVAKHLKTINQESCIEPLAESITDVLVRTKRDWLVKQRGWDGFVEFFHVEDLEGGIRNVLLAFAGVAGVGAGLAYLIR
# MEX-5 binding: C. elegans MEX-5 TCR-2 RNA binding activity | MEX-5/FITC-TCR2 RNA binding, fluorescence polarization; hits give low values | activity score (negative = inhibition of binding), % at 10 µM | 300,000 compounds, 0.38% hits | AID 1832;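 active = inhibition past about -25% in most replicates, and total fluorescence under double the plate's negative control median, limit read from the data; inconclusive = replicates evenly split on the limit, or fluorescence at least double controls; inactive = too little inhibition in most replicates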;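 note: 0% = DMSO and -100% = 5 µM competing unlabeled TCR2 RNA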
# EBNA-1 inh: blocks EBNA-1 binding to DNA; inhibition, % at 14.8 µM; AID 1950; 300,000 compounds, 0.34% hits; EBNA-1 DNA binding, fluorescence polarization; in the data active = inhibition above about 28%
# Efflux pump inh: blocks antifungal efflux pumps in multiplex yeast assay; 330,000 compounds, 0.44% hits; S. cerevisiae Candida pump triplex, Nile Red efflux; inhibition, % at 10 µM;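 active = plate passing quality check with inhibition over a set limit, or well fluorescence over plate mean plus 4 SD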;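 note: Nile Red retained in pooled yeast measured as flow cytometry median fluorescence; 0% = buffer negative control and 100% = Enniatin B positive control; higher means more Nile Red kept so more efflux inhibition; some compounds called inactive have numbers as strong as hits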
# ZTA counter: ZTA (EBV) inhibition in EBNA-1 counter-screen; P03206; ZTA-DNA binding, fluorescence polarization; inhibition, % at 11 µM; 320,000 compounds, 0.15% hits; AID 2234; in the data active = inhibition above about 33%
# * hit, by the source's call; ? = inconclusive; · = no result given. Rows were taken by chance. Share with any hit: about 2.3%.
no.	mol	Bcl-xL primary	CR mimetic SO	GLD-1 RNA inh	Fam108B counter	MCL1-BIM inh
1	CC(C)(C)NC(=O)CN(C(=O)CS(=O)CC(=O)Nc1ccc(F)cc1)c1ccccc1 (stereo not drawn)	-4	114	3	-1	-5
2	O=C(O)Cc1ccc(O)c(O)c1	12	98	8	1	10
3	CN1CCN(c2ccc(S(=O)(=O)N3CCCCC3)cc2NC(=O)CCc2ccccc2)CC1	4	111	-2	·	0
4	CCC(C)COC(=O)C(C#N)c1nc2ccccc2nc1N1CCCCC1 (stereo not drawn)	-2	101	-1	-1	-7
5	COc1cccc(NC(=O)c2ccc3nsnc3c2)c1	-1	97	2	-8	5
6	CCOC(=O)c1cc(-c2ccc(OC)cc2)n(CCC(=O)NC2CCN(Cc3ccccc3)CC2)c1C	2	99	8	-2	9
7	CC(Sc1nnc2ccccn12)C(=O)N1CCc2ccccc2C1 (stereo not drawn)	3	110	5	5	-6
8	Cc1cc(-n2c(C)cc(C(=O)COc3ccc(F)c(F)c3)c2C)no1	-1	88	-1	·	-2
9	CCCCOC1(c2ccccc2)NC(=S)NN=C1c1ccccc1 (stereo not drawn)	18	98	4	-2	8
10	Cc1c(C)n(CC(O)CN(CCO)CCO)c2ccccc12 (stereo not drawn)	1	106	-8	-10	2

no.	MEX-5 binding	EBNA-1 inh	Efflux pump inh	ZTA counter
1	-1.3	6	0.0	-5
2	?	-3	0.1	-7
3	·	·	0.1	17
4	-2.9	-2	0.2	-3
5	-1.2	-4	0.1	-9
6	-2.3	0	0.2	7
7	1.8	5	0.0	-5
8	·	·	-0.1	4
9	-2.0	6	0.2	13
10	0.6	-4	0.0	0

# Next part, starting with the last four of the part before.
no.	mol	Bcl-xL primary	CR mimetic SO	GLD-1 RNA inh	Fam108B counter	MCL1-BIM inh
7	CC(Sc1nnc2ccccn12)C(=O)N1CCc2ccccc2C1 (stereo not drawn)	3	110	5	5	-6
8	Cc1cc(-n2c(C)cc(C(=O)COc3ccc(F)c(F)c3)c2C)no1	-1	88	-1	·	-2
9	CCCCOC1(c2ccccc2)NC(=S)NN=C1c1ccccc1 (stereo not drawn)	18	98	4	-2	8
10	Cc1c(C)n(CC(O)CN(CCO)CCO)c2ccccc12 (stereo not drawn)	1	106	-8	-10	2
11	CCN(CC)S(=O)(=O)c1ccc(Oc2ccccc2OC)cc1	-8	97	0	1	-10
12	COc1ccccc1NC(=O)CC(=O)c1ccccc1	1	116	-13	6	-4
13	OC(CNCCc1ccccc1)c1ccccc1 (stereo not drawn)	1	113	1	2	12
14	COc1cccc(N2CCN(C(=O)Cn3c(=O)oc4ccccc43)CC2)c1	2	98	9	-4	3
15	COc1ccc(C(=O)C2CCN(C(=S)NCC3CCCO3)CC2)cc1 (stereo not drawn)	2	107	0	4	0
16	CC(C)(C)C(=O)N1CCCC1C(=O)O (stereo not drawn)	4	99	-4	-3	-2
17	O=C(Cc1ccc2c(c1)OCCO2)N1CCN(c2ccccc2)CC1	5	90	-5	4	8
18	COc1ccc2nc(NC(=O)c3ccc4ncsc4c3)sc2c1	0	115	7	-7	-2
19	Cc1ccc(N2N=C(c3ccc(Br)cc3)CCC2=O)cc1	-5	89	1	-4	-8
20	Cc1ccc(CNC(=O)CS(=O)CC(=O)O)cc1 (stereo not drawn)	5	90	1	1	-4

no.	MEX-5 binding	EBNA-1 inh	Efflux pump inh	ZTA counter
7	1.8	5	0.0	-5
8	·	·	-0.1	4
9	-2.0	6	0.2	13
10	0.6	-4	0.0	0
11	1.0	0	0.1	0
12	-3.3	-10	0.1	-7
13	1.2	2	0.0	-14
14	-1.3	-6	-0.3	-2
15	1.0	-9	0.2	3
16	2.9	1	-0.1	-3
17	2.1	3	-0.1	-12
18	-4.6	-12	0.9	5
19	3.0	-4	1.1	-1
20	0.1	0	-0.1	-5

# Continued.
no.	mol	Bcl-xL primary	CR mimetic SO	GLD-1 RNA inh	Fam108B counter	MCL1-BIM inh
21	O=C(Cc1ccc(-n2cccc2)cc1)NCc1cccs1	1	118	-6	-1	2
22	CCc1ccc(C(=O)NNC(=O)c2ccc(OCC(=O)N3CCOCC3)c(OC)c2)cc1	7	78	-4	·	8
23	CC1(C)CC(Nc2ccc(C(F)(F)F)cc2[N+](=O)[O-])CC(C)(C)N1	1	74	-54	3	-5
24	Cc1ccc(C(=O)NNC(=O)c2ccncc2)cc1S(=O)(=O)N1CCCCC1	7	101	2	0	11
25	Cc1ccc(S(=O)(=O)N(CC(=O)N2CCC(C)CC2)c2cccc(C)c2)cc1	2	89	8	-2	-1
26	COc1ccc(CCNC(=O)CCCn2c(=O)[nH]c3cc(OC)c(OC)cc3c2=O)cc1OC	5	93	6	-8	1
27	O=C1[C@@H]2[C@@H]3C[C@@H]([C@H]4ON=C(c5ccc(Cl)cc5Cl)[C@@H]34)[C@@H]2C(=O)N1C1CCCCC1	-3	111	3	-1	-1
28	Cc1csc(SCC(=O)NC(=O)C2CCCCC2)n1	2	102	1	0	1
29	COc1ccc(Cc2noc(-c3ccccc3)n2)cc1OC	0	113	4	2	-2
30	CCn1cc(C(=O)N2CCCC(N3CCN(c4cccc(C(F)(F)F)c4)CC3)C2)cn1 (stereo not drawn)	5	114	5	3	-2

no.	MEX-5 binding	EBNA-1 inh	Efflux pump inh	ZTA counter
21	1.5	32*	0.0	0
22	·	·	-0.2	1
23	5.4	-5	-0.1	-10
24	0.4	0	0.0	5
25	0.5	3	0.0	2
26	-0.3	4	0.0	8
27	-1.5	1	1.7	2
28	0.8	9	-0.1	9
29	-0.7	6	0.0	9
30	-2.0	-9	0.0	-34

# (next part)
no.	mol	Bcl-xL primary	CR mimetic SO	GLD-1 RNA inh	Fam108B counter	MCL1-BIM inh
31	O=C(O)c1ccc(Oc2c(C(F)(F)F)oc3cc(O)ccc3c2=O)cc1	-2	110	4	-4	2
32	C#CCCCc1nc2ccccc2c(=O)n1N	4	96	-2	0	-5
33	COC(=O)c1ccc(NC(=O)Cn2nc(C)cc2C)cc1	1	95	3	-2	-5
34	CCN(CC)c1ccc(/C=N/NC(=S)NC)c(O)c1	4	96	5	-2	10
35	O=C1CCc2cc(S(=O)(=O)N3CCC(C(=O)NCc4ccccc4Cl)CC3)ccc2N1	1	98	4	2	2
36	CC12CC3(C)CC(C)(C1)CC(C(=O)NCCc1ccc(S(N)(=O)=O)cc1)(C2)C3	4	100	5	-1	-2
37	O=C(NC1CCCCCCC1)c1ccc2c(c1)N(Cc1ccc(F)cc1)C(=O)CS2=O (stereo not drawn)	2	106	-3	-7	9
38	CCc1ccc(S(=O)(=O)NCc2csc(-c3ccccc3)n2)s1	7	107	0	-3	4
39	COc1ccc(N(Cc2cc3cccc(C)c3[nH]c2=O)S(=O)(=O)c2ccc(OC)cc2)cc1	3	100	4	-3	-3
40	Cc1ccc(S(=O)(=O)CCc2nnc(NC(=O)c3ccco3)s2)cc1	4	88	0	2	4

no.	MEX-5 binding	EBNA-1 inh	Efflux pump inh	ZTA counter
31	-4.1	-6	0.0	-10
32	0.3	2	0.0	6
33	-1.2	12	-0.1	20
34	-7.1	-5	0.0	10
35	2.5	-2	0.1	-17
36	1.0	2	0.1	-7
37	3.3	-9	0.1	-5
38	0.1	-7	0.1	19
39	-0.1	3	-0.2	4
40	-2.9	-1	-0.1	6

# Carrying on:
no.	mol	Bcl-xL primary	CR mimetic SO	GLD-1 RNA inh	Fam108B counter	MCL1-BIM inh
41	COc1ccccc1C(=O)NCCC(=O)NN1C(=O)NC2(CCCCC2)C1=O	0	116	2	0	3
42	Cc1ccc(O)c(C(=O)CC(=O)c2ccccc2Cl)c1	2	107	3	2	3
43	COc1ccc(CCC(=O)Nc2ccc(C)c([N+](=O)[O-])c2)cc1	6	96	7	3	0
44	O=C(CSc1nc2[nH]ncc2c(=O)[nH]1)c1ccc(Cl)cc1	9	98	5	-2	-4
45	Cc1onc(-c2ccccc2)c1CNS(=O)(=O)c1ccccc1	1	114	-3	-2	-2
46	CC(=O)c1n[nH]nc1NC(=O)c1ccccc1	3	95	1	4	2
47	CN(c1ccc(C(=O)Nc2ccccc2C(=O)N2CCOCC2)cc1)S(C)(=O)=O	-1	83	11	1	-2
48	CCN(CC)c1ccc(/C=N/O)cc1	6	96	0	1	3
49	Cc1ccc(S(=O)(=O)NNC(=O)C2CCCCC2)cc1	0	93	-6	0	3
50	COCCCn1c(=S)[nH]c2sc3c(c2c1=O)CCCC3	10	94	8	0	8

no.	MEX-5 binding	EBNA-1 inh	Efflux pump inh	ZTA counter
41	0.2	4	-0.1	-7
42	1.4	-2	0.6*	6
43	0.1	-4	-0.2	2
44	0.7	1	0.0	-14
45	4.0	-17	0.2	-4
46	1.0	9	-0.1	-5
47	1.8	-1	0.0	-4
48	0.7	2	0.1	2
49	-3.4	-6	0.1	2
50	0.4	1	0.0	-6

# Next part:
no.	mol	Bcl-xL primary	CR mimetic SO	GLD-1 RNA inh	Fam108B counter	MCL1-BIM inh
51	COc1cccc(C(O)c2cnc(C(C)C)n2C)c1OC (stereo not drawn)	1	101	3	4	-3
52	CCOC(=O)c1ccc(CNC(=O)C2CCC(=O)N(CCc3ccccc3)C2)o1 (stereo not drawn)	10	85	0	0	-2
53	COc1ccc(CCNC(=O)C(=O)NCC2OCCN2S(=O)(=O)c2ccc3c(c2)OCCO3)cc1OC (stereo not drawn)	3	97	-1	2	5
54	COc1cc(/C=C/C(=O)O)cc(S(=O)(=O)Nc2ccc3cn[nH]c3c2)c1OC	0	108	9	·	2
55	CCOC(=O)c1c(S(=O)(=O)Nc2ccc(F)cc2C)c(C)n(C)c1C	5	96	12	2	6
56	Cn1c(SCC(=O)NCC2CCCO2)ncc(C(=O)Nc2ccccc2)c1=O (stereo not drawn)	3	108	6	-3	3
57	O=C(NC1=C(NC2CCS(=O)(=O)C2)C(=O)c2ccccc2C1=O)c1ccccc1 (stereo not drawn)	18	191	6	2	19
58	Clc1ccc(Cn2nc(-c3ccccc3)nc2-c2ccccc2)cc1	-3	105	5	-7	2
59	O=C(Oc1cccc(C(=S)N2CCOCC2)c1)c1ccc([N+](=O)[O-])cc1[N+](=O)[O-]	2	79	1	2	4
60	COc1ccc(C(=O)COC(=O)c2nc3nccc(C)n3n2)cc1F	-3	99	-12	·	-3
61	COc1ccc(N2CC(C(=O)NCc3cccnc3)CC2=O)cc1 (stereo not drawn)	3	103	-3	-2	10

no.	MEX-5 binding	EBNA-1 inh	Efflux pump inh	ZTA counter
51	·	-6	-0.1	4
52	-0.8	-9	-0.1	-29
53	-4.9	-1	-0.2	8
54	·	·	0.1	4
55	-1.9	-13	-0.2	-2
56	-1.7	-5	0.1	-5
57	-0.9	-7	0.0	-5
58	-2.7	-14	20*	4
59	1.9	-2	0.1	3
60	·	·	0.0	-3
61	1.4	-3	0.2	-5

# Grouped by structure, the entries above containing a thiophene ring, fused or not (3)
no.	mol	Bcl-xL primary	CR mimetic SO	GLD-1 RNA inh	Fam108B counter	MCL1-BIM inh
21	O=C(Cc1ccc(-n2cccc2)cc1)NCc1cccs1	1	118	-6	-1	2
38	CCc1ccc(S(=O)(=O)NCc2csc(-c3ccccc3)n2)s1	7	107	0	-3	4
50	COCCCn1c(=S)[nH]c2sc3c(c2c1=O)CCCC3	10	94	8	0	8

no.	MEX-5 binding	EBNA-1 inh	Efflux pump inh	ZTA counter
21	1.5	32*	0.0	0
38	0.1	-7	0.1	19
50	0.4	1	0.0	-6
